AHR act: AHR activators, primary screen, cell-based, luminescence, luciferase reporter, human | Aryl hydrocarbon receptor (Homo sapiens), P35869 | AHR-responsive luciferase reporter cells | activation, % at 5 µM | hit rate 2.5% among 320,000; in the data active = activation above about 47%;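 also: 0% = vehicle wells and 100% = reference agonist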
RPL19A-GFP yeast: RPL19A-GFP expression modulators in yeast, primary screen, cell-based, S. cerevisiae, multiplex flow cytometry, MLPCN | hit rate 0.3% among 330,000 | S. cerevisiae RPL19A-GFP strain, 3 h; stronger effect = lower value | percent response vs DMSO, % at 10 µM | AID 2025, 2009;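 active = percent response vs DMSO below 50%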;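 also: median channel GFP fluorescence of the barcoded RPL19A-GFP strain; ratio of sample median GFP to plate DMSO average so 100% = DMSO; lower means less RPL19A-GFP as with rapamycin TOR inhibition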
MEP2-GFP yeast: modulators of MEP2-GFP levels in yeast, primary screen, S. cerevisiae, multiplex flow cytometry, MLPCN library. AID 2016, 2009. hit rate 0.51% among 330,000. S. cerevisiae MEP2-GFP strain, 3 h; 100% = DMSO control level. GFP response vs DMSO, % at 10 µM;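 active = GFP response versus DMSO above a set limit, roughly screen mean plus 3 SD, cut at about 180% in these data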;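 also: median GFP fluorescence of the barcode-gated MEP2-GFP cells per well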
LAP4 TOR yeast: modulators of LAP4-GFP expression in yeast, primary screen, S. cerevisiae, multiplex flow cytometry, MLPCN library | 3 h; median GFP as percent of DMSO wells | GFP response vs DMSO, % at 10 µM | hit rate 0.34% among 320,000 | AID 2023, 2009;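 active = GFP response vs DMSO above a set limit, about the screen mean plus 3 SD, cut at about 150% in these data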
ZTA counter: counter-screen for EBNA-1 inhibitors: inhibitors of Epstein-Barr virus ZTA | P03206 | ZTA-DNA binding, fluorescence polarization | inhibition, % at 11 µM | hit rate 0.15% among 320,000 | AID 2234; in the data active = inhibition above about 33%
EBNA-1 inhibitor: EBNA-1 DNA-binding inhibitors, primary screen, biochemical, fluorescence polarization. inhibition, % at 14.8 µM. hit rate 0.34% among 300,000. AID 1950, 2009; in the data active = inhibition above about 28%
proCasp3 act: activators of human procaspase-3 D3A mutant, primary screen, biochemical, absorbance, PC-3 D3A mutant, single concentration; Caspase-3 (Homo sapiens), P42574; recombinant procaspase-3 D3A, Ac-DEVD-pNA absorbance 405 nm; activation, % at 8.5 µM; hit rate 0.11% among 330,000; AID 463141, 2010;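 active = activation above the mean of all tested compounds plus 3 SD, cut at about 21% in these data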;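 also: 0% = DMSO alone and 100% = DMSO wells spiked with extra 5 µM PC-3 D3A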
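material = Procaspase-3 D3A mutant | probe or stimulus = Ac-DEVD-pNA | compound = single dose, 8.5 µM nominal compound, 0.8% DMSO | timing = 1 h preincubation, 2 h reaction | measured by = 405 nm absorbance of p-nitroaniline, reads at 0 and 120 min | benchmarks = DMSO-only low control, 5 µM PC-3 D3A high control | repeats = singlicate, each compound tested once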
proCasp7 act: procaspase-7 activators, primary screen, counter-screen for procaspase-3 activator project, biochemical, absorbance, HTS, human; Caspase-7 (Homo sapiens), P55210; recombinant procaspase-7, Ac-DEVD-pNA absorbance 405 nm; D23A/D198A/D206A triple mutant, cannot self-cleave; scale: DMSO 0, 5 µM enzyme 100; activation, % at 8.5 µM; hit rate 0.093% among 330,000; AID 463210, 2010;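 active = percent activation above the screen-wide mean plus 3 SD, cut at about 25% in these data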
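Assay system – Uncleavable procaspase-7 mutant enzyme · Quantity – 2 µM procaspase-7 mutant as dispensed · Times – 1 h preincubation, 2 h reaction · Dosing – single nominal 8.5 µM compound dose, 0.8% DMSO final · Buffer or medium – Zinc-free 50 mM HEPES buffer, pH 7.4, with NaCl and Triton X-100 · Detection – Epi-absorbance of released pNA at 405 nm, two timepoints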
An asterisk follows results filed as active; / = not tested or not shown; [ ] = remark or other dose. Outcome played no part in choosing rows. Share with any hit: about 3.8%.

SMILES	AHR act	RPL19A-GFP yeast	MEP2-GFP yeast	LAP4 TOR yeast	ZTA counter	EBNA-1 inhibitor	proCasp3 act	proCasp7 act
CCN(CC)CCC#CC(O)(c1ccccc1)C1CCCCC1 (stereo not given)	7	98	94	92	-27	-12	-6	7
Brc1ccc(NC2=Nc3ccccc3CC2)cc1	10	95	101	98	-18	-19	-1	-8
Cc1ccc(S(=O)(=O)N2CCOCCOCCOCCOCCOCC2)cc1	0	100	96	86	0	3	0	11
O=C(O)/C=C/C(=O)Nc1ccc(Oc2ccc(NC(=O)/C=C/C(=O)O)cc2)cc1	-1	101	98	113	10	7	0	-1
COCCNC(=S)N(CCc1c(C)[nH]c2ccccc12)Cc1ccco1	11	100	97	94	11	-1	7	2
COCCN(C(=O)Cc1cccs1)c1nnc(-c2ccncc2)s1	1	99	103	102	-4	0	5	-2
NC(=O)COc1ccc(-n2cnnn2)cc1	0	107	111	95	10	5	1	3
O=C(Cc1cccc(C(F)(F)F)c1)Nc1ccccc1N1CCCC1	5	101	94	93	-2	2	9	3
Cc1cccc(NC(=O)CCC2CCN(C(=O)c3ccc(C)s3)CC2)c1	8	98	134	102	-8	-7	-7	1
CCOc1ccccc1OCCCC(=O)Nc1ccc(Cl)c(S(=O)(=O)N2CCOCC2)c1	2	101	103	102	1	/	-8	-5
O=c1oc(CCCO)cc2ccc(C#Cc3cccnc3)cc12	88*	96	95	94	/	/	-5	-6
O=C(Nc1ccnn1C1CCN(Cc2ccc(O)c(Cl)c2)CC1)C1CCCC1	-1	99	105	93	6	-5	-6	3
Cc1[nH]nc(NNC(=O)c2ccccc2)c1[N+](=O)[O-]	-1	95	95	104	2	-8	2	0
CC1CCN(CCCNC(=O)CN2C(=O)CSc3ccc(S(=O)(=O)N4CCOCC4)cc32)CC1	0	106	107	110	-10	-13	-3	10
O=C(NCC(=O)N1CCCC(C(F)(F)F)C1)c1ccccc1Br (stereo not given)	23	97	97	93	10	-10	1	5
CCOc1ccc(-c2[nH]nc3c2C(c2ccc(O)cc2)C(C#N)=C(N)O3)cc1 (stereo not given)	19	105	105	108	11	2	-5	-10
N#Cc1nc(COc2ccc(Cl)cc2)oc1NCc1ccc2c(c1)OCO2	12	96	104	106	1	8	5	-8
COc1ccc2[nH]c3c(=O)n4c(nc3c2c1)SCCC4	25	92	98	96	5	3	4	9
CCSc1nc2c(sc3ccccc32)c(=O)n1C(C)C	10	100	101	110	9	17	-9	6
CCOc1cc(/C=N/NC(=O)C(=O)NCc2ccc3c(c2)OCO3)ccc1OCC(=O)N1CCOCC1	1	98	89	95	6	-17	-2	4
CN(CC(=O)Nc1ccc(F)cc1)C(=O)CN1C(=O)NC2(CCCc3ccccc32)C1=O (stereo not given)	4	91	87	97	-9	0	6	2
CCNC(=O)N1C(CC(=O)OCC)C(=O)NC2CCCCC21 (stereo not given)	6	109	110	109	-1	7	1	4
Cc1c(N=C2NC(=O)C(CC(=O)Nc3ccccc3)S2)c(=O)n(-c2ccccc2)n1C (stereo not given)	0	79	75	80	3	7	-2	11
COCCOc1cc(-n2ccnc2SC)c(Cl)cc1Cl	1	99	101	99	-8	4	3	-7
O=C(O)C1CC(=O)N(C2CCCCCC2)C1 (stereo not given)	2	103	103	98	-14	2	7	-2

Next part.
SMILES	AHR act	RPL19A-GFP yeast	MEP2-GFP yeast	LAP4 TOR yeast	ZTA counter	EBNA-1 inhibitor	proCasp3 act	proCasp7 act
C/C(=N\Nc1cccc([N+](=O)[O-])c1)c1cc(F)ccc1O	-1	95	102	105	2	-4	6	4
CCOc1ccc(C2C(C(=O)/C=C/c3ccco3)=C(O)C(=O)N2CCN2CCOCC2)cc1OC (stereo not given)	6	110	113	98	4	3	-9	-7
CC(=O)c1c(C)c2c(n1CCN(C)C)CCCC2	4	97	109	100	10	-17	0	-5
CC1=C[C@@H](C)[C@@H](c2ccccc2)OC1=O	-1	109	101	110	-5	0	8	6
Nc1nc(-c2ccc(Cl)cc2)nc(-c2ccc(Cl)cc2)n1	70*	100	101	103	3	3	2	-3
Cc1cc2c(cn1)C(CCC#N)(CCC#N)c1ccccc1-2	3	101	99	95	11	5	-2	-3
CC(C)=CCN1CCN(Cc2cc(F)ccc2-n2nc(C)cc2C)CC1CCO (stereo not given)	-3	103	107	92	-4	2	0	8
COc1ccc(OCCCC(=O)Nc2ccc3c(c2)OCCO3)cc1	4	96	97	105	-12	-5	-2	-2
COC(=O)c1ccc(CNC(=O)c2ccc3c(c2)OCCO3)cc1	0	102	111	94	3	-8	6	2
Cc1cc(OCC(=O)NCc2ccccn2)c2c(C)c(C)c(=O)oc2c1	6	94	97	88	-12	5	10	8
NC(=O)C1(N2CCCCC2)CCN(C(=S)NC2CCCC2)CC1	-3	108	104	94	-25	-16	-3	5
COc1ccc(-n2c(Cc3ccccc3)nnc2SCc2ccc([N+](=O)[O-])cc2)cc1	2	105	100	94	-10	-2	-3	-3
Cn1c(N/N=C/c2cccs2)cc(=O)n(C)c1=O	28	106	105	98	11	-17	4	1
O=C(NCc1ccc(F)cc1)c1cc(-c2ccncc2)nc2ccccc12	21	100	104	103	-6	-10	5	-1
Cc1ccc(-c2ccc(=O)n(CC(=O)NCCN3C(C)CCCC3C)n2)cc1 (stereo not given)	3	101	105	95	-1	7	-3	15
CCCCn1c(Cc2ccccc2)nnc1SCC(=O)Nc1cc(C)on1	1	96	98	94	-16	-3	0	-5
CCCCS(=O)(=O)N1CCC(C(=O)NCC2CCCO2)CC1 (stereo not given)	-2	108	106	88	-15	4	-1	-12
Cc1ccc(NC(=O)c2ccc3c(c2)[nH]c(=O)n3C(C)C)cc1	0	103	113	114	-13	-8	0	-13
Cc1cc(Cl)ccc1OCC(=O)N[C@@H](Cc1ccccc1)c1nc2ccccc2[nH]1	33	114	104	98	2	-2	-2	0
CCCCn1c(N)c(N(CCOC)C(=O)c2oc3ccc(OC)cc3c2C)c(=O)[nH]c1=O	0	95	97	85	-1	-8	-2	9
COc1ccc(NC(=O)Cn2nnc(C(=O)NCc3ccco3)c2N)cc1	-1	22*[may fluoresce violet]	134[may fluoresce violet]	80[may fluoresce violet]	-14	-10	4	11
O=C(O)c1ccc(CS(=O)c2cccc(C(F)(F)F)c2)o1 (stereo not given)	3	104	107	103	-6	-5	-3	1
CCN(CC)Cc1c[nH]c2c(C(=O)OC)cccc12	2	94	105	94	-11	-5	0	-6
N#CCC(=O)N/N=C\c1cccc(OC/C=C/c2ccccc2)c1	11	100	102	99	-10	-7	2	15
COc1cc2c(cc1OC)CN(CC(=O)Nc1cccc([N+](=O)[O-])c1)CC2	1	98	98	97	-3	9	5	4

Shown as a markdown table: part of the list above.
| structure | AHR act | RPL19A-GFP yeast | MEP2-GFP yeast | LAP4 TOR yeast | ZTA counter | EBNA-1 inhibitor | proCasp3 act | proCasp7 act |
| --- | --- | --- | --- | --- | --- | --- | --- | --- |
| COc1ccc(-n2c(Cc3ccccc3)nnc2SCc2ccc([N+](=O)[O-])cc2)cc1 | 2 | 105 | 100 | 94 | -10 | -2 | -3 | -3 |
| Cn1c(N/N=C/c2cccs2)cc(=O)n(C)c1=O | 28 | 106 | 105 | 98 | 11 | -17 | 4 | 1 |
| O=C(NCc1ccc(F)cc1)c1cc(-c2ccncc2)nc2ccccc12 | 21 | 100 | 104 | 103 | -6 | -10 | 5 | -1 |
| Cc1ccc(-c2ccc(=O)n(CC(=O)NCCN3C(C)CCCC3C)n2)cc1 (stereo not given) | 3 | 101 | 105 | 95 | -1 | 7 | -3 | 15 |
| CCCCn1c(Cc2ccccc2)nnc1SCC(=O)Nc1cc(C)on1 | 1 | 96 | 98 | 94 | -16 | -3 | 0 | -5 |

With a hit mark in AHR act, among the entries above:
| compound | AHR act | RPL19A-GFP yeast | MEP2-GFP yeast | LAP4 TOR yeast | EBNA-1 inhibitor | proCasp3 act |
| --- | --- | --- | --- | --- | --- | --- |
| O=c1oc(CCCO)cc2ccc(C#Cc3cccnc3)cc12 | 88* | 96 | 95 | 94 | / | -5 |
| Nc1nc(-c2ccc(Cl)cc2)nc(-c2ccc(Cl)cc2)n1 | 70* | 100 | 101 | 103 | 3 | 2 |

One compound at a time, from the list above. Screens in order: AHR act | RPL19A-GFP yeast | MEP2-GFP yeast | LAP4 TOR yeast | ZTA counter | EBNA-1 inhibitor | proCasp3 act | proCasp7 act
Brc1ccc(NC2=Nc3ccccc3CC2)cc1 is entered as 10 | 95 | 101 | 98 | -18 | -19 | -1 | -8
Cc1c(N=C2NC(=O)C(CC(=O)Nc3ccccc3)S2)c(=O)n(-c2ccccc2)n1C (stereo not given) is entered as 0 | 79 | 75 | 80 | 3 | 7 | -2 | 11

Next section:
SMILES	AHR act	RPL19A-GFP yeast	MEP2-GFP yeast	LAP4 TOR yeast	ZTA counter	EBNA-1 inhibitor	proCasp3 act	proCasp7 act
O=C(O)CCC(=O)N(Cc1ccco1)C1CC(=O)N(c2ccccc2)C1=O (stereo not given)	-1	109	109	100	-2	3	-6	1
O=C(O)CCc1nnc(SCC(=O)Nc2ccc(Br)cc2)[nH]c1=O	5	100	103	100	7	-29	1	-1
COc1ccc(NC(=O)c2ccccc2-c2ccccc2)cc1	36	99	95	108	5	0	2	4
CC(=O)NS(=O)(=O)c1ccccc1	-1	100	107	100	6	6	0	2
O=C(COC(=O)CCC1CCCC1)Nc1ccc(F)cc1	0	116	111	102	3	/	13	14
CCOCCCn1c(SC(C)C(=O)NCC2CCCO2)nc2sc(C)c(C)c2c1=O (stereo not given)	0	102	102	109	-8	/	5	9
O=C1C=C(NC(=O)Nc2ccc(Cl)c(Cl)c2)CCC1	7	98	98	100	1	-1	-1	7
CCOc1ccc(Br)cc1C1C(C(=O)OC)=C(N)Oc2cc(N(C)C)ccc21 (stereo not given)	4	98	98	100	15	-6	8	-1
Cc1ccc(C(=O)Nc2nc3ccccc3c(=O)s2)cc1	7	92	101	108	2	1	-24	-27
CCOC(=O)C1=C(C)n2c(s/c(=C3\C(=O)Nc4ccccc43)c2=O)=NC1c1ccc(OC)cc1 (stereo not given)	6	103	104	90	4	2	-4	-16
CC(C)(C)c1ncc(S(=O)(=O)c2ccc(C(F)(F)F)cn2)c(N)n1	2	98	106	106	5	3	5	5
Cc1cc(C)c(C)c(S(=O)(=O)N2CCSCC2)c1C	2	95	105	100	5	6	4	0
CC1CCc2c(sc3ncn(CCO)c(=O)c23)C1 (stereo not given)	7	103	96	90	4	6	5	10

Reprinted at random: 3 entries already listed
SMILES	AHR act	RPL19A-GFP yeast	MEP2-GFP yeast	LAP4 TOR yeast	ZTA counter	EBNA-1 inhibitor	proCasp3 act	proCasp7 act
Cc1ccc(NC(=O)c2ccc3c(c2)[nH]c(=O)n3C(C)C)cc1	0	103	113	114	-13	-8	0	-13
C/C(=N\Nc1cccc([N+](=O)[O-])c1)c1cc(F)ccc1O	-1	95	102	105	2	-4	6	4
CCOc1ccc(Br)cc1C1C(C(=O)OC)=C(N)Oc2cc(N(C)C)ccc21 (stereo not given)	4	98	98	100	15	-6	8	-1

Screening results deposited in PubChem BioAssay by several laboratories.
